Screening results deposited in PubChem BioAssay by several laboratories.
pCIP destab = compounds decreasing mouse p/CIP protein stability; decrease of EGFP signal, % at 10 µM; Q05BA5; 290,000 compounds, 0.01% hits; F442A p/CIP-EGFP cells, EGFP fluorescence, 16 h;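 active = EGFP signal decrease of at least 30% at 10 µM or well 3 SD below plate mean, unless failing retest; inactive = the rest, including hits failing retest or dose response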; note: some compounds called inactive have numbers as strong as hits; many of its hits are not listed in these tables
IMP-1 inhibitor = inhibitors of Pseudomonas aeruginosa IMP-1 metallo-beta-lactamase; 290,000 compounds, 0.45% hits; inhibition, % at 5.6 µM; purified IMP-1, nitrocefin hydrolysis, epi-absorbance fluorescence;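 active = inhibition above the mean plus 3 SD of all compounds in the same screening run, cut at about 4.5% in these data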;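 note: 0% = IMP-1 with DMSO and 100% = DMSO wells lacking enzyme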
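Assay system: purified recombinant IMP-1 beta-lactamase. Input: IMP-1 0.2 nM before substrate addition. Buffer or medium: Zinc- and detergent-supplemented HEPES buffer, pH 7.1. Schedule: 25 °C, 15 min preincubation, 25 min reaction. Signal: Epi-absorbance fluorescence, 480 nm excitation, 530 nm emission. Evaluation: percent inhibition from optical density relative to buffer-blank wells.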
HCV NS3 hel inh = blocks Hepatitis C virus NS3 helicase unwinding. inhibition, % at 10.9 µM. 290,000 compounds, 0.56% hits. NS3 helicase DNA unwinding, Cy5 molecular beacon fluorescence. AID 1800;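 active = inhibition above the mean of all tested compounds plus 3 SD, set per campaign, cut at about 35% in these data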;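 note: 0% = DMSO wells and 100% = thioflavine S control wells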
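Assay system: hepatitis C virus NS3 helicase domain fragment enzyme. Also added: annealed dual-labelled DNA beacon duplex, ATP-started. Timing: 1 h reaction at 25 °C, ATP-initiated. Technique: Cy5 fluorescence at 0 and 60 min, beacon hairpin quenching. Evaluation: % inhibition of unwinding. Replication: one well per compound.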
IDE act = IDE (human) activation, cell-based; P14735; HEK cells, FAbeta-B cleavage, fluorescence polarization; 0% vehicle, 100% cell-free pure enzyme wells; activation, % at 5.96 µM; 340,000 compounds, 0.073% hits; AID 493087;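 active = activation above the mean of all tested compounds plus 3 SD, set per screening campaign, cut at about 17% in these data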
Target sequence (P14735 whole entry, looked up): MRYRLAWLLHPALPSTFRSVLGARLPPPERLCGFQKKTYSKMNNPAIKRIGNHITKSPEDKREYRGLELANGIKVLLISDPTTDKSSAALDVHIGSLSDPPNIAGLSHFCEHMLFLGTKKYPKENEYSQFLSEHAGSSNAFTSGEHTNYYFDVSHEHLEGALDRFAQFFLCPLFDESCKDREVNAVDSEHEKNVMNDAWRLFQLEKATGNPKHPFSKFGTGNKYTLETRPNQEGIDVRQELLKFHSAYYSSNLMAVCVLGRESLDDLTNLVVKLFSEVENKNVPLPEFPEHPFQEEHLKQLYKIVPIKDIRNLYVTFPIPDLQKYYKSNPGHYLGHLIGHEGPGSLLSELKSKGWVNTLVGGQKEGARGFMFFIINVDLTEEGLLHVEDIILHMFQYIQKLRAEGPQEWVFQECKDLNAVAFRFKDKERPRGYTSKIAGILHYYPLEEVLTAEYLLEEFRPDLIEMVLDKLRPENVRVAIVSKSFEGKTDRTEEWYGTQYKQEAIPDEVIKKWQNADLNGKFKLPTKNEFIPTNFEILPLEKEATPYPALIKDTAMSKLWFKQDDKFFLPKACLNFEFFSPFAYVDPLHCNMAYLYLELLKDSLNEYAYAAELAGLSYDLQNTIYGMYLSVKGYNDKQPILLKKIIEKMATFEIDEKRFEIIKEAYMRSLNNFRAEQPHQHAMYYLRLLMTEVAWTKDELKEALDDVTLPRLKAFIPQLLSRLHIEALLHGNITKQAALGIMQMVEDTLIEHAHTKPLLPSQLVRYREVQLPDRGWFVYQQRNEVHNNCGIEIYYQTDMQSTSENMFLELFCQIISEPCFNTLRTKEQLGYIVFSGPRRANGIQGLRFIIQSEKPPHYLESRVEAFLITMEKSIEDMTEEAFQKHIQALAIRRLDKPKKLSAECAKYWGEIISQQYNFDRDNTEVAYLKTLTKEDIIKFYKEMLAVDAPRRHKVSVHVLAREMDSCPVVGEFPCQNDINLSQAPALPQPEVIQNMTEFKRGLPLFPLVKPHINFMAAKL
CRFR2-BP antag = CRF-BP/CRF-R2 complex antagonism; 350,000 compounds, 0.59% hits; inhibition, % at 11.8 µM; HEK293 CRF-R2/CRF-BP, CRF-induced calcium fluorescence; AID 588475;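 active = inhibition of the ligand-induced calcium signal above about 50% at the single tested concentration, limit read from the data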
VIM-2 inhibitor = inhibitors of Pseudomonas aeruginosa VIM-2 metallo-beta-lactamase. purified VIM-2, nitrocefin hydrolysis, epi-absorbance fluorescence. inhibition, % at 5.6 µM. 290,000 compounds, 0.89% hits;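 active = inhibition above the mean of all tested compounds plus 3 SD, cutoff set per screening run, cut at about 7.5% in these data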;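 note: red hydrolysis product quenches plate fluorescence so inhibitors raise well fluorescence; 0% = enzyme with DMSO and 100% = DMSO without enzyme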
IDE inh = inhibitors of human insulin-degrading enzyme in cells; P14735; HEK cells, FAbetaB cleavage, fluorescence polarization; inhibition, % at 5.59 µM; 320,000 compounds, 0.41% hits;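 active = percent inhibition above the average of all tested compounds plus 3 SD, set per screening campaign, cut at about 16% in these data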;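 note: IDE supplied by intact live HEK cells; FP after avidin binding of uncleaved biotin substrate so inhibition keeps polarization high; 0% = DMSO wells and 100% = 60 µM reference IDE inhibitor Ii1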
UBC9 SUMO inh = inhibitors of human SUMOylation (UBC9); P63279; HTRF SUMOylation assay, SAE1/SAE2 + UBC9, in vitro; inhibition, % at 35 µM; 290,000 compounds, 0.36% hits; in the data active = inhibition above about 50%, passing the limit was not always enough; note: strong numbers were not always called active
GalR3 antag = human GalR3 antagonism | O60755 | HEK293 GalR3-CNG cAMP membrane potential fluorescence; galR3 body fused to GalR1 C-terminus | inhibition, % at 3 µM | 360,000 compounds, 0.44% hits;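 active = inhibition above the screen-wide average plus 3 SD, cut at about 13% in these data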;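 note: forskolin and galanin both at EC90 stimulate the cells; cAMP rise reported by CNG channel membrane potential dye signal; 0% = forskolin plus galanin with DMSO and 100% = forskolin alone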
* marks the source's active call; other numbers are inactive results; nt = not tested or not shown.

Start of the listing, in advance (2 entries):
Below each SMILES – pCIP destab	IMP-1 inhibitor	HCV NS3 hel inh	IDE act	CRFR2-BP antag	VIM-2 inhibitor	IDE inh	UBC9 SUMO inh	GalR3 antag
COc1cc(CN2CCN(S(=O)(=O)c3ccc(NC(C)=O)cc3)CC2)cc(OC)c1O
→ -3	-1.6	-5	1	17	2.1	1	26	nt
CCCCNC(=O)c1ccc(NS(=O)(=O)c2ccc3[nH]c(=O)[nH]c3c2)cc1
→ -1	-4.2	-8	-3	-13	-2.8	8	10	-1

This part in full (from the top)
Below each SMILES – pCIP destab	IMP-1 inhibitor	HCV NS3 hel inh	IDE act	CRFR2-BP antag	VIM-2 inhibitor	IDE inh	UBC9 SUMO inh	GalR3 antag
COc1cc(CN2CCN(S(=O)(=O)c3ccc(NC(C)=O)cc3)CC2)cc(OC)c1O
→ -3	-1.6	-5	1	17	2.1	1	26	nt
CCCCNC(=O)c1ccc(NS(=O)(=O)c2ccc3[nH]c(=O)[nH]c3c2)cc1
→ -1	-4.2	-8	-3	-13	-2.8	8	10	-1
CCN1CCN(Cc2ccc(NC(=O)c3ccc(C)c(NC(=O)c4cc(-c5ccc(Br)cc5)n[nH]4)c3)cc2C(F)(F)F)CC1
→ -7	nt	nt	0	-11	nt	7	1	-2
CCC(CO)Nc1ncnc2onc(-c3ccc(F)cc3)c12 (centres undefined)
→ -9	-1.3	-5	-1	0	-1.7	-5	-1	-11
COc1ccc(Br)cc1[C@H]1[C@@H]2C=CCC[C@@]2(C)C(=O)N1Cc1ccccc1
→ -5	nt	nt	5	13	nt	0	-9	-6
CCOc1ccc2nc(NC(=O)Cn3[nH]c(=O)c4ccccc4c3=O)sc2c1
→ -18	-2.0	14	0	6	-5.0	-3	13	12
CC(C)OC(=O)c1c(NC(=O)c2ccco2)sc2c1CCCC2
→ -14	-1.8	-4	4	-35	-1.2	-5	-5	1
COCCOCCOCCC(=O)NC1CC2CCC1(C)C2(C)C (centres undefined)
→ -14	-1.3	-2	3	-7	-1.9	0	2	-6
COc1cc(Cl)cc(C2NC(=S)NC(c3ccccc3)=C2C(C)=O)c1OCC(=O)O (centres undefined)
→ -17	-2.6	19	1	-1	-1.5	4	6	2
CCc1cccc(NC(=O)CCNS(=O)(=O)c2cccc3nonc23)c1
→ 6	-1.3	-4	5	-7	-1.4	0	6	-1
NC(=O)C1CCN(Cc2nc3cc(Cl)ccc3c(=O)[nH]2)CC1
→ -1	-4.2	2	5	-1	-6.8	4	12	-4
CCOC(=O)C1(CC2CC2)CCN(C(=O)c2cc(OC)nc3ccccc23)CC1
→ -17	-4.2	-7	4	-18	-1.5	1	14	-2
Cc1ccc(F)cc1NC(=O)c1cccc(N(C)C)c1
→ 3	1.2	1	3	12	0.6	10	15	-1
CC(C)C[C@H](NC(=O)N1CCn2c1nc1ccccc12)C(=O)NC1CCCCC1
→ -20	-1.1	17	1	-10	-1.9	-2	10	1
COc1cccc(-c2c(C(=O)N/N=C(\C)c3ccncc3)nnn2-c2nonc2N)c1
→ -15	-1.8	-3	-1	-22	-1.3	1	3	-5
Cc1cc(NS(=O)(=O)c2ccc(NC(=O)COc3ccc(Cl)c(C)c3)cc2)no1
→ -10	-3.8	3	0	-9	-3.5	nt	4	-9
COc1ccccc1C1c2ccc3ccccc3c2Oc2ncn(CCN(C)C)c(=N)c21 (centres undefined)
→ -13	-1.6	-75	3	-31	-0.3	-11	25	-13
CC(=O)c1c(C)nc2ccc(Br)cc2c1-c1ccccc1
→ 12	-1.4	-8	-2	17	0.3	4	-6	-8
O=C(Nc1ccc(C(F)(F)F)cc1)c1cccnc1N1CCOCC1
→ -5	-3.4	0	4	8	-1.4	4	24	-6
CCOC(=O)N1CCN(Cc2ccccn2)CC1
→ 4	-3.1	-4	-2	8	-5.2	0	6	-1
O=c1[nH]c(NCCO)nc2ncn(Cc3ccccc3)c12
→ -14	-4.1	2	4	-9	-4.0	1	6	-1
O=C(Nc1cc(S(=O)(=O)N2CCOCC2)ccc1N1CCCC1)c1cc(=O)[nH]c2ccccc12
→ -2	-1.5	-6	-3	-9	0.2	5	3	-4
CCOC(=O)c1ccc(NC(=O)c2cc3c(s2)CCC3)cc1
→ -2	-2.6	-4	-14	-7	-1.9	0	24	0
Cc1c(NS(=O)(=O)c2ccc(F)cc2)c(=O)n(-c2ccccc2)n1C
→ 3	0.9	19	2	-4	2.3	1	4	-3
CC(=O)N(Cc1ccccn1)Cc1ccco1
→ -2	-1.4	-3	7	-1	-3.0	9	2	6
CN(C)S(=O)(=O)N1CCN(Cc2ccccc2)CC1
→ 5	-0.2	-13	3	29	0.6	10	12	-4
COc1ccc(Oc2c(Cl)cnn(-c3ccc(F)cc3)c2=O)cc1
→ -7	-1.4	-4	7	10	1.7	6	16	-3
COc1cc(OC)cc(C(=O)NCC(=O)OCc2nc3ccccc3s2)c1
→ 5	-2.7	5	-3	6	-4.9	-4	12	-3
Cc1cc(C)nc(OC(=O)c2ccc(Cl)cc2Cl)n1
→ -1	-1.5	-13	nt	nt	-2.6	1	22	-3
COc1cccc(C(=O)NCC(C)(C)SCc2ccc(F)cc2)c1
→ -8	-2.3	-16	-1	-4	-1.8	-3	20	-9
CCN(CC(=O)Nc1c(F)cccc1F)C(=O)c1ccc(S(=O)(=O)N2CCCC2)cc1
→ nt	nt	nt	7	-3	nt	4	nt	2
CC(Sc1nnc(-c2cccnc2)n1-c1ccccc1F)C(=O)N1CCCc2ccccc21 (centres undefined)
→ -6	-2.7	3	nt	nt	-3.5	22*	12	-4
Cc1noc(C)c1COC(=O)[C@@H](NC(=O)c1ccccc1Cl)C(C)C
→ 4	-4.4	6	nt	-19	-3.5	7	4	-3
CCCn1c(SCC(=O)O)nc2ccccc21
→ -12	-2.8	1	2	-8	0.8	-1	15	nt
O=C(Nc1cccc(F)c1)Nc1ccccn1
→ 11	-0.1	-11	0	-27	0.5	-1	13	-5
Cc1nn(C)c(C)c1Sc1ccc(Br)cc1
→ -1	-2.2	-8	-4	-1	-2.5	3	-1	0
COc1ccc(NC(=S)Nc2ccc(OCc3ccccc3)cc2)c(OC)c1
→ 0	0.1	-39	6	25	-2.5	-5	-6	-5
CC/C(=N/NC(=O)c1ccccc1)c1ccc(OCCN2CCOCC2)cc1
→ -4	-2.8	6	8	-5	-5.2	-3	8	1
Cc1coc2c(O)cc3c(c12)OC1(N2CCCCC2)C(=O)NCCCC31 (centres undefined)
→ -12	-0.1	5	4	-5	3.5	1	27	3
COc1ccc(C(=O)N(Cc2ccc(N(C)C)cc2)C2CCS(=O)(=O)C2)cc1 (centres undefined)
→ -16	-3.2	3	4	0	-2.9	0	6	-1
COc1ccc(S(=O)(=O)NCc2cccnc2)cc1C(=O)Nc1ccccc1
→ 4	-0.8	-1	2	6	-1.8	-5	6	0
CCCCn1c(SCC(=O)Nc2cc(C)on2)nnc1-c1cccnc1
→ 1	-2.6	4	2	3	-3.5	5	-8	-4
CNc1nc(Cl)nc(NC(C)(C)C)n1
→ -14	-1.5	-1	-5	4	-2.2	2	-8	-3
COc1ccc(CCn2c(C)cc(C(=O)CSc3nnnn3-c3ccccc3)c2C)cc1
→ -9	3.7	2	8	15	2.1	-1	5	-3
CCCC(c1nnnn1Cc1ccccc1)N1CCN(c2ccccc2OC)CC1 (centres undefined)
→ -8	-2.1	4	-2	4	-3.7	-5	15	-5
Cc1cccc(N(CC(=O)Nc2ccccc2-c2ccccc2)S(=O)(=O)c2ccccc2)c1C
→ -10	-0.1	-18	8	14	0.5	-2	-24	3
O=C(CSc1c2c(nc3cc(Cl)ccc13)CCCC2)NCCCN1CCOCC1
→ -16	1.1	-20	2	-11	2.8	0	-10	-4
COc1ccc(/C=C/c2cc(C(F)(F)F)on2)cc1
→ 4	0.2	17	10	8	-0.6	1	-9	-2
COc1cccc(CN(CC(=O)NCc2ccc(F)cc2)C(=O)c2ccco2)c1
→ -13	-1.9	1	0	3	-0.6	-2	1	-7
O=C(c1ccc2c3c(cccc13)CC2)C1CCCN(C(=O)c2ccc[n+]([O-])c2)C1 (centres undefined)
→ 0	-2.5	0	2	-7	-0.8	3	5	-6
CCC(c1nc2ccccc2c(=O)n1CCN1CCOCC1)N1C(=O)c2ccccc2C1=O (centres undefined)
→ 9	1.2	-3	4	21	-6.0	-1	-3	-6
CCN(CC)c1ccc(S(=O)(=O)N2CCOCC2)cc1NC(=O)CSc1n[nH]c(N)n1
→ -6	-3.1	2	-1	5	-2.9	-2	25	-7
CCOc1ccc(S(=O)(=O)N/N=C\c2ccc3c(c2)OCO3)cc1
→ -4	-3.8	-6	1	11	-2.4	nt	4	-1
O=C(CC1C(=O)NCCN1C(=O)Nc1ccc(C(F)(F)F)cc1)Nc1ccc(F)cc1 (centres undefined)
→ 8	-1.4	-18	2	24	-0.7	-2	-8	-1
Cc1c(NP(=O)(c2ccc(Br)cc2)c2ccc(Br)cc2)c(=O)n(-c2ccccc2)n1C
→ -2	-3.1	5	-1	-13	-4.9	0	1	-6
O=C(COc1ccccc1)NCC(=O)N1CCCC1
→ -19	-3.5	1	6	2	-2.9	3	9	4
CCc1c(O)nc(SCc2ccc(F)cc2)[nH]c1=O
→ -4	-3.8	6	-2	11	-4.0	5	9	-8
Cc1nnc(SCc2nnc(-c3cccs3)o2)n1Cc1ccccc1
→ -4	0.9	8	4	-7	-0.2	3	-11	-4
c1ccc(N2CCN(c3nc4ccccc4[nH]3)CC2)nc1
→ -7	-2.7	4	4	-6	1.6	0	3	0
NS(=O)(=O)c1ccc(NC(=S)NCc2ccc3c(c2)OCO3)cc1
→ -4	-1.0	-2	-4	0	0.3	-1	8	-5

(listing goes on)
Below each SMILES – pCIP destab	IMP-1 inhibitor	HCV NS3 hel inh	IDE act	CRFR2-BP antag	VIM-2 inhibitor	IDE inh	UBC9 SUMO inh	GalR3 antag
O=C(O)/C=C/C(=O)Nc1ccccc1-c1ccccc1
→ -11	-1.7	3	5	2	0.8	-4	4	1
COc1cc(C(=O)OCC(=O)N2CCCCC2C)cc(NC(=O)c2cccs2)c1OC (centres undefined)
→ -7	-0.6	11	6	9	-0.2	9	-14	-1
CCCC(=O)N(CCc1ccc(OC)cc1)Cc1nc2ccccc2c(=O)[nH]1
→ -8	-0.9	12	3	8	-4.5	-3	3	-1
COc1cc2c(=O)n(CC3CCCO3)c(=O)n(CC(=O)Nc3ccc(F)cc3F)c2cc1OC (centres undefined)
→ 2	-2.1	2	5	1	-1.7	0	1	2
Cc1occc1C(=O)NC1CCCc2ccccc21 (centres undefined)
→ -18	-2.9	7	-2	-1	-2.0	3	1	-7
COc1ccc(-c2c(C#N)c(SCC(=O)Nc3ccccc3)nc3c2CCCC3)cc1
→ nt	-4.9	-1	2	-10	-1.6	-1	nt	-5
COc1ccc(-c2[nH]ncc2CN2CCCN(C(=O)c3ccco3)CC2)cc1F
→ -2	-3.7	1	5	-2	-1.3	1	6	3
CCN(C[C@H]1N[C@@](C)(C(=O)OC)[C@H]2C(=O)N(C)C(=O)[C@@H]12)C(=O)COC
→ nt	nt	nt	3	13	nt	3	nt	-5
